DUSP3 inh: VHR1 phosphatase inhibitors, primary screen, biochemical, absorbance, uHTS. inhibition, % at 13.3 µM. 290,000 tested, 0.52% active. Dual specificity protein phosphatase 3 (Homo sapiens), P51452. recombinant VHR phosphatase, pNPP absorbance; in the data active means inhibition above about 50%; further: some compounds called inactive have numbers as strong as hits
Target sequence (P51452 whole entry, looked up): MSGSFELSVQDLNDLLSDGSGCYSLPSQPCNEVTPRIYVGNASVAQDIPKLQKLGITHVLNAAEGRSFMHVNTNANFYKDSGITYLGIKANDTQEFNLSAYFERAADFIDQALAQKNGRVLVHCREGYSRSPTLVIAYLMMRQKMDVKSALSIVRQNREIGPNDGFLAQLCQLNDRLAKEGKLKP
UGM FP inh: M. tuberculosis UGM enzyme inhibitors, primary screen, biochemical, fluorescence polarization, single point; purified UGM, fluorescence polarization probe displacement; inhibition, % at 10 µM; 320,000 tested, 0.06% active; AID 504406, 2011; in the data active means inhibition above about 10%, passing the limit was not always enough; inconclusive means no clear call, values can overlap the other calls
SARS 3CLpro inh: SARS-CoV 3CLpro protease inhibitors, primary screen, biochemical, quenched FRET; recombinant SARS-CoV 3CLpro, quenched FRET peptide cleavage; inhibition, % at 6 µM; 290,000 tested, 0.14% active; in the data active means inhibition above about 12%
FBA Mtb inh: Mtb FBA enzyme inhibitors, primary screen, biochemical, fluorescence, strain H37Rv; purified M. tuberculosis FBA, fluorescence read-out; 360,000 tested, 2.3% active; Fructose-bisphosphate aldolase (Mycobacterium tuberculosis (strain ATCC 25618 / H37Rv)), …; inhibition, % at 1 µM; in the data active means inhibition above about 27%;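 further: 0% = vehicle and 100% = reference inhibitor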
Target sequence (P9WQA3 whole entry, looked up): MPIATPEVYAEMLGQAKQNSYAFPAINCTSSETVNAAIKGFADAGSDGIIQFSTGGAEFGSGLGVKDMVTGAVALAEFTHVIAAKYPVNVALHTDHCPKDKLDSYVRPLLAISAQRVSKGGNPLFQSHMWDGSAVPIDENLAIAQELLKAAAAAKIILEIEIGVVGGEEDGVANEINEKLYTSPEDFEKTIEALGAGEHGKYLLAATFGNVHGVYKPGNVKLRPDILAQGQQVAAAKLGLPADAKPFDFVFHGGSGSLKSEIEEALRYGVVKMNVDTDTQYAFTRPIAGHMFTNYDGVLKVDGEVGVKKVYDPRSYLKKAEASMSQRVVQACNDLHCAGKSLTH
GDH-TPI inh: GDH-TPI coupling enzyme inhibitors, primary screen, artefact control for M. tuberculosis FBA inhibitor project, biochemical, absorbance, full deck; GDH-TPI coupled enzyme counterscreen, NADH absorbance; inhibition, % at 4.8 µM; 360,000 tested, 1.2% active; in the data active means inhibition above about 30%;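 further: 0% = DMSO wells and 100% = wells lacking the enzyme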
PriA SSB inh: inhibitors of Klebsiella pneumoniae PriA binding to SSB C-terminal tail, primary screen, biochemical, AlphaScreen; PriA–SSB C-terminal tail interaction (Klebsiella pneumoniae); AlphaScreen SSBct-PriA binding, biotinylated peptide; inhibition, % at 33 µM; 430,000 tested, 0.6% active; AID 1272365, 2023; in the data active means inhibition mostly above about 37%, no sharp cut-off; inactive means mostly below about 20%;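 further: plate controls were negative control peptide for no effect and reference peptide for full effect; strong numbers were not always called active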
BioA inh: M. tuberculosis BioA enzyme inhibitors, primary screen, biochemical, plate reader, single point, HTS; 7,8-diaminopelargonic acid synthase BioA (Mycobacterium tuberculosis); purified M. tuberculosis BioA enzyme; inhibition, % at 9.99 µM; 360,000 tested, 0.096% active; in the data active means inhibition above about 40%; inconclusive means no clear call, values can overlap the other calls
Vc quorum ag: inducers of Vibrio cholerae quorum light production without autoinducers, primary screen, BH1578 luxS cqsA deficient, single point | V. cholerae BH1578 lux reporter, luminescence, 6 h | activation, % at 18.7 µM | 350,000 tested, 0.16% active | AID 588436, 2011; in the data active means activation mostly above about 9.7%, no sharp cut-off; inconclusive means no clear call, values can overlap the other calls; inactive means mostly below about 3.7%; further: not every result past the cut was called active; inactives centre near 0; reference of the scale not given here
Rv3671c inh: Rv3671c serine protease inhibitors, primary screen, biochemical, fluorescence polarization, M. tuberculosis H37Rv; P9WHR9; inhibition, % at 5.96 µM; 320,000 tested, 0.048% active; in the data active means inhibition above about 38%;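 further: extracellular domain of Rv3671c used as enzyme; 0% = enzyme with DMSO and 100% = no enzyme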
Target sequence (P9WHR9 whole entry, looked up, the tested form may be a part): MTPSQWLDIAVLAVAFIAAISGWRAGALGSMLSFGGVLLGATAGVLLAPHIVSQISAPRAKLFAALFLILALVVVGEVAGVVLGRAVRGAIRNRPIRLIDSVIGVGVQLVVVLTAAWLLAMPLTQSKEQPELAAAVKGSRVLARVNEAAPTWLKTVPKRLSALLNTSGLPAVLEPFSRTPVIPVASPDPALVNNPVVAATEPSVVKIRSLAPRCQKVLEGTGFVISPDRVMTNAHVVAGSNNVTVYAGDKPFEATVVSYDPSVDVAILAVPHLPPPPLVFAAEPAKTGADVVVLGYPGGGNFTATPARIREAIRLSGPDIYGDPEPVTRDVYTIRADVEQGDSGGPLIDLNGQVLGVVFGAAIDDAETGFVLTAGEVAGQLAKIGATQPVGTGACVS
MazF activator: activators of E. coli MazEF toxin-antitoxin RNase, primary screen, biochemical, fluorescence, uHTS | FAM/BHQ RNA-DNA oligo cleavage fluorescence, 5 h | 350,000 tested, 0.32% active | AID 504720, 2011 | Endoribonuclease toxin MazF (Escherichia coli (strain K12)), P0AE70 | activation, % at 20 µM; in the data active means activation above about 50%
Target sequence (P0AE70 whole entry, looked up): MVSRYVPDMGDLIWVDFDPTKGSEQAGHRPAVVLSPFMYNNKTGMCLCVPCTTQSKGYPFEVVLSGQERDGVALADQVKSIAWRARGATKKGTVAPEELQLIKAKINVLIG
Active calls of the source: *; i = inactive; ? = inconclusive; . = not tested or not shown. Only part of the results is shown; rates above refer to the full screens.

SMILES	DUSP3 inh	UGM FP inh	SARS 3CLpro inh	FBA Mtb inh	GDH-TPI inh	PriA SSB inh	BioA inh	Vc quorum ag	Rv3671c inh	MazF activator
COc1cc(C(C[N+](=O)[O-])c2c(N)n(C)c(=O)n(C)c2=O)ccc1O (configuration not stated)	-13.9	-1.9	1.1	-7.2	0.9	-4.3	.	-0.3	3.5	5.2
CCOc1ccc(N2C(=O)/C(=C/c3cc(OC)c(OC)c(OC)c3)N(CC(=O)OC)C2=S)cc1	-12.6	-0.4	1.5	-7.0	26.7	0.0	-0.9	i	-1.9	6.5
Cc1cccc(OCCCOc2cccc3cccnc23)c1C	16.7	1.7	3.1	-1.2	8.3	-40.1	-0.7	-0.3	5.8	-4.4
NS(=O)(=O)c1ccc(NC(=O)COC(=O)COc2cccc(C(F)(F)F)c2)cc1	2.6	0.2	1.0	0.1	-5.3	-5.0	1.3	-0.5	5.9	9.7
O=c1cc(CN2CCCc3ccccc32)nc2sccn12	5.9	9.5	3.7	12.3	18.6	-2.3	-19.2	i	14.2	91.4*
Cc1csc(=O)n1CCC(=O)OCC(=O)Nc1cccc(C#N)c1	.	-0.4	.	-1.0	0.0	-9.0	2.2	i	3.8	0.4
CC(=O)Nc1cccc(NC(=O)C(=O)c2cn(CC(=O)N3CCCC3)c3ccccc23)c1	.	.	.	0.9	9.1	.	3.0	1.8	.	-3.5
O=C1CCCC2=C1C(c1ccccc1)NC(=S)N2 (configuration not stated)	-2.4	2.5	-0.3	-2.3	3.5	-40.0	.	-0.3	-8.8	-2.9
COc1ccc(CNC(=O)c2cccc(N(C)C)c2)cc1	10.9	0.7	-1.3	7.2	-0.9	18.0	-2.2	i	-2.5	-3.1
CCc1ccccc1NC(=O)CSc1nnc([C@@H](NC(=O)OC(C)(C)C)C(C)CC)o1 (some centres not stated)	24.4	-0.7	0.3	0.6	3.4	-17.1	0.3	-0.7	2.1	6.2
O=S1(=O)CCN(Cc2cccc(Cl)c2)CC1	28.7	.	-0.7	6.5	-8.3	-17.2	1.4	-3.0	-1.0	0.7
COc1ccc(CCC(=O)N2C[C@H]3C[C@@H](C2)c2cccc(=O)n2C3)cc1	0.3	1.3	3.2	4.9	11.8	-3.4	-0.9	-0.1	4.9	-10.0
CNC(=S)N/N=C(\C)c1ccccc1	22.4	2.8	-3.4	0.5	-5.6	.	.	-0.3	3.0	-0.8
COc1ccc(-c2cc(C(=O)N(C)Cc3ccccc3)no2)cc1OC	14.3	4.6	-0.4	-0.7	1.4	-2.5	.	i	-1.5	-19.2
COC(=O)C1=C(C)N(C)C(=O)NC1c1ccsc1 (configuration not stated)	2.1	-0.5	3.0	6.5	7.1	-8.9	.	0.9	-12.5	10.0
COC(=O)C1=C(c2ccc(OC)c(OC)c2)C[C@@H]2CC[C@H]1N2C(=O)NCCO	.	-2.5	.	-1.9	4.9	-8.9	0.4	-1.2	10.2	-2.5
CC1(C)CC(=O)C(=Cc2cn(-c3ccccc3)nc2-c2ccccc2)C(=O)C1	.	1.6	.	-2.9	-13.0	-11.1	-2.0	i	6.2	23.4
COc1cc(-c2nnc(SC/C=C/c3ccccc3)n2N)cc(OC)c1OC	19.2	0.8	1.2	0.9	-7.8	-11.1	3.2	-0.3	11.9	-0.8
CCOC(=O)c1csc(COc2ccc(OC)cc2)n1	7.7	0.7	3.3	-4.5	-4.9	-9.1	.	-0.7	0.0	0.9
O=C(Nc1ccc(OC(F)F)cc1)c1cc[n+]([O-])cc1	-7.2	0.0	0.9	0.1	4.4	-1.4	1.7	-0.2	-9.4	20.1
COc1ccc(CCCc2nc3ccccc3[nH]2)cc1	21.3	0.1	0.6	-2.9	4.9	-2.2	.	i	2.7	3.1
CN1CCN(c2nc3c(c(=O)[nH]c(=O)n3C)n2Cc2cccc(Br)c2)CC1	7.4	-1.4	4.8	-0.5	-3.1	2.9	-0.9	-0.3	5.0	-1.7
Nc1nnc(-c2ccco2)s1	-15.9	-5.3	0.3	0.7	1.6	-7.7	.	1.7	-5.9	-2.7
O=C(CNC(=O)c1ccco1)NCC(=O)OCc1ccccc1Cl	14.1	1.1	-1.8	-3.7	8.2	-4.1	.	-0.4	-7.4	4.6
COc1cccc(/C=N/NC(=O)CC(C)O)c1OC/C=C/c1ccccc1 (configuration not stated)	14.2	-5.2	-8.1	8.7	-4.5	.	0.3	-0.3	.	-0.4
ON(CCc1ccncc1)Cc1ccccc1	.	.	.	0.0	-0.8	-12.3	0.1	i	.	-1.3
O=c1nc2n(c3ncccc13)CCC2	3.1	-0.2	-3.1	-0.6	6.5	-6.5	-1.9	1.9	-2.4	-4.6
C/C(=N\NS(=O)(=O)c1cccc([N+](=O)[O-])c1)c1cccnc1	-8.9	0.9	0.8	-1.0	2.5	.	.	-0.7	-2.7	6.5
Cc1cc(C(=O)Nc2sc3c(c2C#N)CCC(C)C3)cs1 (configuration not stated)	5.0	-3.8	8.3	2.1	11.8	-18.3	-1.9	0.3	-8.2	-10.4
COc1cccc(OCC(Cn2cnc3ccccc32)OC(C)=O)c1 (configuration not stated)	23.4	1.0	-5.8	1.2	1.9	-21.1	.	-0.3	0.3	10.5
Cc1cccc(/C=C2\Sc3ccc(C(=O)N4CCOCC4)cc3N(C)C2=O)c1	18.2	-3.4	0.9	3.9	17.7	-2.4	0.8	-0.3	-7.0	-1.2
C[N+](C)(C)CCCCCCC(=O)/C=N/O	5.4	1.5	4.9	-1.1	5.0	.	.	-0.3	2.3	-12.7
C=CCn1c(SCC(=O)N2CCc3ccccc3C2)nnc1-c1ccncc1	7.6	3.0	8.4	2.1	5.2	15.3	.	0.3	-7.5	2.0
COc1ccc2nc(NC(=O)Cn3cnc4c(=O)n(C)c(=O)n(C)c43)sc2c1	9.6	1.1	-4.5	1.8	0.9	0.8	.	-0.3	-1.8	4.7
c1ccc(CSc2n[nH]c(-c3ccco3)n2)cc1	5.0	2.7	0.3	0.9	9.9	3.9	-4.1	i	-6.9	-4.9
COc1ccc(CCn2c(-c3ccccc3)nc3c(c(=O)c4ccccc4n3C)c2=O)cc1	1.5	-2.0	-3.2	.	.	.	.	.	-7.2	.
CC(C)(C)NC(=O)C(c1cccs1)N(CC1CCCO1)C(=O)Cn1nnc(-c2cccs2)n1 (configuration not stated)	0.8	-3.2	-1.7	-0.7	-4.9	-13.9	0.4	-6.7	0.9	-2.1
O=C(Cn1cnc2ccccc2c1=O)NCCC(=O)N1CCN(c2ccccc2)CC1	-4.0	-2.4	-6.6	-0.3	-10.9	-20.2	-1.3	-1.3	0.5	4.3
O=C(CCCc1c[nH]c2ccccc12)NCc1ccccc1F	42.9	-0.7	-1.4	3.6	3.8	8.8	-0.2	-7.3	-4.6	-2.8
O=C(CCNC(=O)N1CC(=O)Nc2ccccc21)NCc1ccccc1	.	.	.	-0.5	-0.9	.	-1.0	-0.8	.	8.0
Fc1ccccc1/C=N/Nc1nn[nH]n1	16.1	0.2	2.5	1.3	5.0	.	-1.7	-0.1	3.7	-6.4
NC(=S)Nc1cc(Cl)cc(Cl)c1	25.7	1.4	-0.9	2.0	-3.7	-0.7	1.1	-0.9	4.7	20.6
CC(=O)Nc1cccc(Oc2nc(NCCN(C)C)nc3ccsc23)c1	.	.	.	5.7	-1.8	.	-0.8	-0.7	.	.
COC(=O)[C@@]12CCCCN1[C@H](c1ccc(-c3cccc(Cl)c3)c(OC)c1)[C@@H]1C(=O)N(C)C(=O)[C@@H]12	.	-4.0	.	-2.8	-4.0	24.9	-0.1	i	-0.5	1.7
CCCCc1nc2sc3c(=O)n(N)cnc3c2c2c1CCCC2	46.3	5.2	-0.3	-3.4	4.4	-6.7	.	-0.1	-0.3	-4.1
CC(C)(C)C(=O)N1CCN(c2nc3ccccc3o2)CC1	19.7	6.6	-1.8	3.8	-10.1	-0.4	-3.5	-0.4	-0.6	12.1
COC(=O)c1sccc1NC(=S)N1CCCCC1	-18.9	-0.8	0.9	-0.3	4.4	0.2	-0.2	-2.1	-5.5	4.3
COc1ccc(CNC(=O)C2CCCN(S(=O)(=O)N3CC(C)CC(C)C3)C2)c(OC)c1 (configuration not stated)	-14.4	2.7	3.1	-1.9	0.0	-3.5	-0.8	i	0.3	-4.5
O=C(O)c1cccc(-c2ccc(/C=N/n3cnc4sc5c(c4c3=O)CCCC5)o2)c1	-7.7	-1.3	1.9	.	.	.	.	.	5.1	.
CCOC(=O)N/N=C\c1ccc(-c2cc(Cl)ccc2Cl)o1	-5.2	2.5	2.8	7.5	19.4	.	-3.6	0.4	5.8	1.5
COc1ccc(Cl)cc1-c1cc(C(=O)N[C@H](C)c2ccccc2)[nH]n1	.	.	.	-0.1	4.8	.	0.2	-4.5	.	.
Cc1ccccc1-n1c(O)c(/C=C2/C(c3ccccc3)=Nc3ccccc32)c(=O)[nH]c1=O	-17.6	2.1	-2.7	2.5	8.5	.	.	i	-29.7	-13.7
O=C(NCC(=O)N1CCN(S(=O)(=O)c2ccc3c(c2)OCCO3)CC1)c1ccccc1Cl	.	1.4	.	2.8	4.7	-14.2	-0.3	i	0.6	1.8
Cc1ccc(NC(=O)CN2C(=O)NC(Cc3ccccc3)C2=O)cc1 (configuration not stated)	-7.7	-2.0	-1.6	-1.2	5.8	-18.6	-0.6	i	-4.2	5.9
COC(=O)C(O)(c1c[nH]c2ccccc12)C(F)(F)F (configuration not stated)	22.8	-0.8	1.1	5.4	3.6	-4.4	-3.9	-0.4	1.9	2.9
CCc1ccc(OCC(=O)N2CCN=C2c2ccccc2)cc1	-12.0	1.9	-0.6	2.8	8.3	-5.1	-0.8	i	3.8	1.9
COC(=O)c1c(N)sc(C(=O)NCCc2ccccc2)c1C	3.5	?	5.0	1.7	5.2	-1.5	0.5	i	.	0.3
CCOC(=O)n1c(=O)n(Cc2ccccc2C)c2ccccc21	16.0	-0.9	3.5	1.4	9.3	-17.2	.	-0.2	9.6	5.7

A different layout for part of the listing above:
Value order: DUSP3 inh	UGM FP inh	SARS 3CLpro inh	FBA Mtb inh	GDH-TPI inh	PriA SSB inh	BioA inh	Vc quorum ag	Rv3671c inh	MazF activator
COc1ccc(Cl)cc1-c1cc(C(=O)N[C@H](C)c2ccccc2)[nH]n1
 : .	.	.	-0.1	4.8	.	0.2	-4.5	.	.
COC(=O)c1c(N)sc(C(=O)NCCc2ccccc2)c1C
 : 3.5	?	5.0	1.7	5.2	-1.5	0.5	i	.	0.3
CCOC(=O)n1c(=O)n(Cc2ccccc2C)c2ccccc21
 : 16.0	-0.9	3.5	1.4	9.3	-17.2	.	-0.2	9.6	5.7
O=C(NCC(=O)N1CCN(S(=O)(=O)c2ccc3c(c2)OCCO3)CC1)c1ccccc1Cl
 : .	1.4	.	2.8	4.7	-14.2	-0.3	i	0.6	1.8
O=C(O)c1cccc(-c2ccc(/C=N/n3cnc4sc5c(c4c3=O)CCCC5)o2)c1
 : -7.7	-1.3	1.9	.	.	.	.	.	5.1	.

Screening data (PubChem)
